tim23-1 inh – growth inhibitors of tim23-1 mutant yeast | S. cerevisiae tim23-1 growth, BacTiter-Glo luminescence, 24 h | inhibition, % at 20 µM | hit rate 1.3% among 330,000;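 active means growth inhibition of the mutant yeast at or above 50%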;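 further: temperature-sensitive mutant grown at 25 °C; plate controls were DMSO-treated mutant yeast for no effect and medium wells lacking yeast for full effect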
UPR CHOP act – activators of apoptotic arm of unfolded protein response (CHOP). activation, % at 10 µM. CHO-CHOP luciferase reporter, UPR activation, luminescence; percent of tunicamycin response over DMSO baseline. hit rate 0.34% among 330,000. AID 449763;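 active means at 10 µM dose, activation of 40% or more, normalized to positive control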;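 further: 100% = tunicamycin at 10 µg/mL and 0% = DMSO alone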
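Assay system: CHO cells with stable CHOP pathway luciferase reporter; Buffer or medium: F12 plus 10% serum; Times: 16-18 h cell attachment, then 6 h compound exposure, 37 °C; Signal: luciferase luminescence; Read-out basis: percent activation relative to tunicamycin control; Control set: tunicamycin high control, DMSO low control.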
TIM10 inh – growth inhibitors of TIM10 yeast strain | S. cerevisiae TIM10 strain growth, BacTiter-Glo luminescence, 24 h | inhibition, % at 10 µM | hit rate 1.4% among 330,000;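 active means inhibition of 40% or more at the single tested concentration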;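 further: wild-type TIM10 isogenic control strain grown at permissive 25 °C; 0% = DMSO yeast wells and 100% = minimal medium wells without yeast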
tim10-1 inh – inhibits growth of tim10-1 mutant yeast; S. cerevisiae tim10-1 ts strain growth, BacTiter-Glo, 24 h; inhibition, % at 20 µM; hit rate 2.2% among 330,000;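 active means inhibition of at least 40%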;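 further: mutant grown at 25 °C; 0% = DMSO wells with yeast and 100% = wells holding no yeast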
APJ antagonist – APJ receptor antagonism. P35414. CHO-K1 APJ beta-arrestin complementation, luminescence. inhibition, % at 20 µM. hit rate 0.32% among 330,000;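 active means inhibition above about 40% at 20 µM, limit read from the data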;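 further: cells challenged with 10 nM apelin-13 agonist together with compound; plate controls were apelin-13 plus DMSO wells for no effect and DMSO wells lacking apelin-13 for full effect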
Target sequence (P35414 whole entry, looked up): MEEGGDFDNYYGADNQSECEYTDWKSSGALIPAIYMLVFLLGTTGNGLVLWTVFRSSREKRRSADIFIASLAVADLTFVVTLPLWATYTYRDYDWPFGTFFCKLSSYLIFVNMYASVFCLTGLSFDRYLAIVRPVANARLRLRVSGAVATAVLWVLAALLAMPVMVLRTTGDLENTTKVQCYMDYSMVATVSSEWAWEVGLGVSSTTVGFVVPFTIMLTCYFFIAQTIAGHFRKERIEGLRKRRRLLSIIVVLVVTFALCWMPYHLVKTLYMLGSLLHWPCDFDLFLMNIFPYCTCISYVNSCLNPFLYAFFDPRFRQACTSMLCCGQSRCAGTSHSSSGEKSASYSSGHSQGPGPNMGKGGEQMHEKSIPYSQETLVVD
APJ agonist – agonists of human APJ apelin receptor; hit rate 0.11% among 330,000; activation, % at 20 µM; AID 2520; P35414; CHO-K1 APJ PathHunter beta-arrestin, luminescence; 0% DMSO wells, 100% apelin;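 active means activation more than six SD over the plate average, tested at 20 µM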;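 further: 0% = DMSO alone and 100% = apelin-13 at 10 nM; some results filed as inactive read as strong as hits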
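Material: engineered CHO-K1 APJ arrestin reporter cells; amount: 1000 CHO-K1 reporter cells seeded per well; incubation: compound stimulation 90 min at 25 °C, detection 60 min; signal: luminescent beta-gal fragment complementation, chemiluminescent substrate; read-out basis: APJ agonist activity; controls: DMSO-only wells as negative, 10 nM Apelin-13 as positive control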
CXCR6 block – inhibitors of human CXCR6 receptor | CHO-K1 PathHunter CXCR6 beta-arrestin, luminescence | AID 602244 | O00574 | inhibition, % at 20 µM | hit rate 0.36% among 360,000; in the data active means inhibition above about 34%, passing the limit was not always enough;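 further: antagonist mode with CXCL16 agonist at 10 nM final; 0% = 10 nM CXCL16 with DMSO and 100% = unstimulated wells without agonist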
Target sequence (O00574 whole entry, looked up): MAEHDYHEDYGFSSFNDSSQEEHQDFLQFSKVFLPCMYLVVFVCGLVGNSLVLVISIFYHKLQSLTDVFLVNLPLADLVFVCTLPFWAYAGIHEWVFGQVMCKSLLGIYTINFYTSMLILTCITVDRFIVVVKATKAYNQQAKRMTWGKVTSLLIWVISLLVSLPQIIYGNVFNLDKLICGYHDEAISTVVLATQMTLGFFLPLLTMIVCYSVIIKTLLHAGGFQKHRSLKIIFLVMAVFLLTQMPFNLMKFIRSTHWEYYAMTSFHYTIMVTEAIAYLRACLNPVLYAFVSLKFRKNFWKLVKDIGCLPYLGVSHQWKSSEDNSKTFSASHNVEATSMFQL
UPR XBP1 act – adaptive UPR (XBP1) activation | CHO-XBP1 luciferase reporter, IRE1-XBP1 UPR activation, luminescence; percent of tunicamycin response, DMSO as zero | activation, % at 20 µM | hit rate 0.33% among 330,000 | AID 463104;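 active means versus positive control, 20 µM dose yields 30% or more activation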;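 further: 100% = tunicamycin at 10 µg/mL and 0% = DMSO only wells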
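Material: CHO-XBP1 cells stably carrying IRE1-XBP1-driven luciferase reporter | Medium: F12 with 10% serum | Compound dosing: 20 µM single concentration, DMSO 1% | Incubation: Overnight seeding at 37 °C, 6 h compound treatment at 37 °C | Detection: Steady-Glo luminescence read | Read-out basis: % activation of reporter signal versus tunicamycin and DMSO controls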
Mdm2-MdmX inh – disrupts the human Mdm2-MdmX interaction | AID 485346 | SaOS-2 split-luciferase Mdm2/MdmX complementation, luminescence | O15151+Q00987 | hit rate 3% among 330,000 | inhibition, % at 8 µM;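 active means inhibition of at least 50% at 8 µM in the primary screen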
* = called active by the depositor. The list is partial (hit frequency here may not be typical).

Values run as follows: tim10-1 inh, APJ antagonist, CXCR6 block, UPR XBP1 act, APJ agonist, tim23-1 inh, TIM10 inh, UPR CHOP act, Mdm2-MdmX inh
> Cc1nn2c(N3CCN(C)CC3)cc(C(C)(C)C)nc2c1-c1ccccc1
  -52, 10, -13, 1, -1, -15, 20, 1.5, 58*
> NS(=O)(=O)c1cc2c(cc1Cl)NC=NS2(=O)=O
  -3, 0, -6, -5, 7, 4, 7, 1.1, -5
> COc1ccc(S(=O)(=O)n2oc(=O)cc2-c2ccccc2)cc1
  43*, 12, -6, 0, -2, 14, 14, 2.4, 1
> Cc1cccn2cc(-c3ccc4c(c3)NC(=O)CO4)nc12
  -3, 2, -14, 2, 2, -4, -16, 2.2, -29
> CCCCC[C@H]1CN(C2CCCCC2)C(=O)[C@@H]1CC(=O)NCc1ccc(OC)cc1
  18, 14, 0, -2, 2, 36, 20, 0.3, -5
> COc1ccc(CN(C(=O)c2ccc3c(c2)OCCO3)C(C(=O)NC2CCCCC2)c2ccc3ncccc3c2)cc1 (configuration not stated)
  9, -13, 12, -2, 2, 20, -1, -0.7, -9
> Cc1cc(-c2ccc(C(C)C)c(S(=O)(=O)Nc3ccccn3)c2)on1
  17, 2, -8, 0, -5, 21, 8, 0.2, 5
> COC(=O)C(NC(=O)C(CC(C)C)NC(=O)C1CCC(C)CC1)C(C)C (configuration not stated)
  2, 9, 20, 1, -1, 8, 13, 0.3, 6
> CS(=O)(=O)Nc1ccccc1C(=O)NC1CC2CCC1C2 (configuration not stated)
  17, 8, -14, -1, 0, 19, 5, 0.8, -22
> COc1ccc(-c2nc3ccccc3n2OCC(=O)O)cc1
  -9, 5, -9, -1, -2, 10, 15, 3.3, -17
> COc1ccc(C2NC(=O)NC(C)=C2C(C)=O)cc1 (configuration not stated)
  -6, -10, -1, 0, -4, -13, -11, -4.0, 11
> CC1=[N+]([O-])C(C)(C)N(O)C1(C)C
  -12, 15, 0, 0, 1, -2, 9, 0.0, 14
> COc1ccc(N2CCN(C(=O)Cn3nnc(-c4ccc(OC)c(OC)c4)n3)CC2)cc1
  -4, 2, 6, -1, -5, -13, 6, -1.3, 10
> COc1ccccc1NC(=O)Cn1cc(C(=O)c2ccco2)c2ccccc21
  5, 21, -7, -2, -4, 3, 20, 6.5, -6
> CCOC(=O)N1CCN(C(=O)CSc2nc3c([nH]c4ccccc43)c(=O)n2CCOC)CC1
  3, 8, 3, 1, 11, 21, 14, -2.2, 15
> Cc1ccc(NC(=O)COC(=O)c2c(-c3ccccc3)noc2C)c(C)c1
  21, -4, -4, 0, -1, 10, 12, 0.7, -3
> COc1ccc(C(c2nnnn2Cc2ccccc2)N2CCN(C(=O)c3ccco3)CC2)cc1OC (configuration not stated)
  23, -10, 5, 2, -4, 12, 3, -2.7, 15
> CCC/C(=N\NC(=O)Cc1csc(N2CCOCC2)n1)c1ccccc1
  17, -1, -5, 3, -3, 19, -11, 0.4, -22
> COCC1CCN(Cc2cn[nH]c2-c2ccc(OC)c(F)c2)C1 (configuration not stated)
  17, 15, 6, -4, -4, 12, 1, 0.4, -1
> CC1(c2ccccc2)NC(=O)N(CC(=O)N2CCOCC2)C1=O (configuration not stated)
  8, 3, -1, -2, -5, -1, 2, 0.1, 16
> O=C(NS(=O)(=O)c1ccccc1)c1ccccc1O
  -3, -18, -1, 0, 1, 11, -18, -3.6, 7
> O=C(O)[C@H]1CCCC[C@H]1C(=O)NCCNC(=O)[C@@H]1CCCC[C@@H]1C(=O)O
  -11, 20, 0, 1, -1, 1, 3, -0.8, -4
> CC(C)n1c(O)c(N=NC(=O)Cc2csc(N3CCOCC3)n2)c2ccccc21
  25, -10, -5, -1, -3, 27, 29, -3.7, -6
> Cc1cccc(-n2nc3c(c2NC(=O)c2ccc4c(c2)OCO4)CS(=O)(=O)C3)c1C
  4, 10, 3, -2, -1, 2, 1, 0.3, 21
> COc1cnc(-c2cccc(C(F)(F)F)c2)nc1OC
  5, -5, -5, 2, -2, 8, 9, 1.4, -2
> Nc1ccccc1SC1CC(=O)N(c2ccccc2Cl)C1=O (configuration not stated)
  4, -12, -2, -5, -4, 10, 27, 2.7, -4
> COCCn1nnnc1CN(Cc1cc2cc(OC)c(OC)cc2[nH]c1=O)C1CCCC1
  13, 10, 7, -3, -1, 19, 9, -0.6, -16
> COCCn1c(C)cc(/C=C(\C#N)C(=O)OCC(=O)N(C)c2c(N)n(Cc3ccccc3)c(=O)[nH]c2=O)c1C
  14, -5, 4, 0, -2, 13, 17, 1.2, -15
> Nc1nccc(-c2cc(-c3ccc(Cl)cc3Cl)no2)n1
  20, 9, -12, -2, -4, 19, 16, 1.5, -110
> COC(=O)c1cc(NC(=O)c2cc(C)oc2C)cc(C(=O)OC)c1
  18, 18, 6, -2, -6, 11, 23, -1.5, -6
> CC1CCN(Cc2nnnn2-c2ccc(Cl)cc2)CC1
  56*, -5, -2, -1, 0, 50, 17, -0.4, 0
> CCOC(=O)C1=C(C)NC2=C(C(=O)CCC2)C1c1cccnc1 (configuration not stated)
  4, 3, 3, -2, -4, -1, 2, 1.4, 18
> Cc1cccnc1NC(=O)CNC(=O)C1CCCCC1
  8, 13, -7, 0, -4, 10, 3, -1.0, 17
> COc1ccc(NC(=O)N2CCN(CCC#N)CC2)cc1
  2, 10, -6, -1, -3, 14, -9, -0.8, 19
> Cc1nn(C(=O)CN2C(=O)c3ccccc3C2=O)c(C)c1Br
  -6, 11, -1, 10, -2, 7, -8, 0.2, 2
> Cc1cc(OCCn2ccnc2)cc(C(C)C)c1
  8, 6, -3, -2, -1, 5, 9, 1.0, 23
> COc1cccc2c1cc1c(=O)n(CC(=O)NC3CCCCC3)nc(C)n12
  15, -1, 0, -1, -6, 10, -3, 4.0, 24
> CCOc1ccc(NC2=CC(=O)CCC2)cc1
  14, 3, 6, -3, -5, 7, -10, -0.8, -5
> CC(=O)c1cccc(NC(=O)C2CCN(C(=O)c3ccccc3Cl)CC2)c1
  -19, -5, 3, -3, 0, 6, -11, -2.2, 18
> COc1ccccc1N(CC(=O)N1CCCC1)S(=O)(=O)c1cc([N+](=O)[O-])ccc1Cl
  18, -3, -20, -1, 2, 19, 11, 0.7, -5
> CCOC(=O)C1CCN(C(=O)C23CC4CC(CC(C4)C2)C3)CC1
  35, -3, 1, -1, -5, 18, 29, 0.2, 2
> O=C(Cn1c(C(F)(F)F)nc2ccccc21)Oc1cccc(C(F)(F)F)c1
  28, -8, -3, 1, 1, 23, 7, -1.5, -8
> CC(C)CC(=O)NC(=S)NNC(=O)c1ccc(NC(=O)C2CCCCC2)cc1
  -16, 18, 22, 2, -5, 2, -15, 0.6, 45
> CCOC(=O)N1CCC(N2C(=O)c3ccccc3C2Nc2ccccc2)CC1 (configuration not stated)
  17, 17, -1, -2, -1, 28, 10, 0.6, -29
> O=C(N/N=C/c1c(Cl)cccc1Cl)C(=O)NC1CC1
  -11, 6, 5, 0, -3, -2, -8, 0.6, 9
> N#CC1=C(N)OC2=C(CN(Cc3ccccc3)C/C2=C\c2cccnc2)C1c1cccnc1 (configuration not stated)
  16, 20, 12, -3, -2, 15, 3, -2.0, 12
> CC(NC(=O)c1ccc(CS(=O)(=O)Cc2ccccc2F)o1)c1ccc2c(c1)OCCO2 (configuration not stated)
  12, 14, 4, -4, -4, 15, 14, -3.0, 17
> Cc1cc(C)n(C(=O)c2ccc(S(=O)(=O)N3CCCC3)cc2)n1
  18, 8, -8, -1, -1, 15, 4, 0.1, 31
> O=C(CCc1ccccc1)NN1C(=O)C2C3C=CC(C3)C2C1=O (configuration not stated)
  1, -8, -3, -2, -3, -17, -9, 0.1, 5
> CCn1c(N)c(C(=O)NCCOC)sc1=S
  12, -12, -5, 2, -1, 3, 1, -1.5, 23

The list goes on:
Values run as follows: tim10-1 inh, APJ antagonist, CXCR6 block, UPR XBP1 act, APJ agonist, tim23-1 inh, TIM10 inh, UPR CHOP act, Mdm2-MdmX inh
> COc1ccc(C(=O)NC(=S)NNC(=O)c2ccc(NC(=O)C(C)C)cc2)cc1
  38, 20, 26, 0, -1, 29, 40, 2.2, 6
> O=C(Nc1cccc(NC(=O)c2cccnc2Cl)c1)c1ccco1
  13, -6, -5, 6, -2, 16, 8, -0.9, 4
> CS(=O)(=O)c1cccc(C(=O)Nc2cccc(S(=O)(=O)N3CCCC3)c2)c1
  -4, 5, -4, -3, -5, -8, -1, 1.3, 24
> COc1cc(CNn2c(C)n[nH]c2=S)cc(Cl)c1OCC(=O)NC(C)(C)C
  2, -21, -1, -3, 1, 12, 5, -1.5, -8
> CCOC(=O)c1c(C)n(C)c2ccc(O)c(S(=O)(=O)c3ccccc3)c12
  0, 10, 1, 0, -1, 16, 7, -1.1, 14
> CCOC(=O)N=Nc1c(O)n(CC(=O)OC)c2ccccc12
  8, 2, -2, -3, -2, 1, 3, 2.2, 1
> CCN(CC)C(=O)CCCc1c[nH]c2ccccc12
  23, 7, 2, 0, -3, -1, 14, 1.3, 32
> C=C(Cl)COc1ccc2c(CCC)cc(=O)oc2c1
  13, -11, -9, 4, -1, 28, -33, -0.6, 12
> Cn1c(=O)c2c(ncn2CC(=O)OCC(=O)NNC(=O)c2ccc(Cl)cc2)n(C)c1=O
  -12, 25, 1, -1, -1, 0, -2, 1.6, -33
> Cn1c(=O)c2ccccc2n(CC(=O)Nc2ccc3c(c2)OCCO3)c1=O
  -21, -17, -1, 0, 2, -9, -12, -0.7, -2
> CCCNC(=O)c1ccc2snnc2c1
  4, 11, -7, -1, -5, 12, -4, -2.6, 15

Source: PubChem BioAssay (Sanford-Burnham Center for Chemical Genomics)
